CSN inh: inhibitors of CSN-mediated cullin deneddylation, primary screen, biochemical, fluorescence polarization, uHTS; 360,000 tested, 0.38% active; inhibition, % at 12.5 µM; AID 651999, 2013; Purified CSN, SCF-Nedd8-OG deneddylation; COP9 signalosome complex subunit 5 (Homo sapiens), Q92905;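 active = pattern-corrected inhibition above about 35%, with an unprinted fluorescence ratio check between 0.5 and 1.5, limit read from the data, passing the limit was not always enough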;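 note: 0% = enzyme with substrate and 100% = substrate without enzyme; some results filed as inactive read as strong as hits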
Target sequence (Q92905 whole entry, looked up, one chain of several): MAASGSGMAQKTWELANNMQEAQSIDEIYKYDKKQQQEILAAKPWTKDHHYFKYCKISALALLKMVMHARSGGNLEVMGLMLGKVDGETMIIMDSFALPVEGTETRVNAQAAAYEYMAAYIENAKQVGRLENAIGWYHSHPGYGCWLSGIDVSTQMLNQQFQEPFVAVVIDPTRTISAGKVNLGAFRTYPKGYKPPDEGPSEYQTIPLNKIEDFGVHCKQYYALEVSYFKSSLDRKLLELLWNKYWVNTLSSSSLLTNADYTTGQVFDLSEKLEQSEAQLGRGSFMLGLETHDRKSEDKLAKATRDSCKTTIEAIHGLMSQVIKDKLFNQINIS
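Detection – fluorescence polarization · System – HEK293T-derived human Csn5 enzyme · Controls – substrate-only high control, full reaction low control · Timing – 90 min, room temperature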
Neddylation inh: inhibitors of cullin neddylation, primary screen, biochemical, TR-FRET, uHTS, NAE and Ubc12; 360,000 tested, 0.58% active; AID 651699, 2012; NEDD8-conjugating enzyme Ubc12 (Homo sapiens) + NEDD8-activating enzyme E1 regulatory …; calls only at 25 µM; in the data active = inhibition above about 36%
DNMT1 inh: human DNMT1 methyltransferase inhibitors, primary screen, biochemical, molecular beacon, fluorescence, HinP1I cleavage, uHTS; DNA (cytosine-5)-methyltransferase 1 (Homo sapiens), P26358; inhibition (reported as % activation of signal), % at 10 µM; 360,000 tested, 0.83% active; AID 588458, 2011; in the data active = inhibition above about 50%
Rpn11 block: Rpn11 (PSMD14) deubiquitinase inhibitors, primary screen, biochemical, fluorescence polarization, uHTS | 26S proteasome non-ATPase regulatory subunit 14 (Homo sapiens), O00487 | human 26S proteasome, Ub4-pepOG fluorescence polarization; 20S core pre-blocked with epoxomicin | calls only at 20 µM | 360,000 tested, 0.59% active | AID 588493, 2011;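 active = inhibition at 20 µM, scaled to each plate's controls, above about 33%, limit read from the data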
SUMO1-SIM PPI: modulators of SUMO1 protein-protein interactions, primary screen, biochemical, uHTS | SUMO1 binding to a labelled peptide, TR-FRET, 1 h | 360,000 tested, 0.33% active | AID 602429, 2012 | Small ubiquitin-related modifier 1 (Homo sapiens), P63165 | inhibition, % at 20 µM; in the data active = inhibition above about 37%
LMPTP block: LMPTP phosphatase inhibitors, primary screen, biochemical, fluorescence intensity, uHTS; Low molecular weight phosphotyrosine protein phosphatase (Homo sapiens), P24666; recombinant LMPTP-A, OMFP fluorogenic substrate; inhibition, % at 20 µM; 360,000 tested, 0.22% active; AID 651560, 2012;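 active = compounds that cut the enzyme signal by at least half of the control window in the single-dose screen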;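 note: plate controls were DMSO wells with enzyme plus substrate for no effect and substrate without enzyme for full effect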
Target sequence (P24666 whole entry, looked up): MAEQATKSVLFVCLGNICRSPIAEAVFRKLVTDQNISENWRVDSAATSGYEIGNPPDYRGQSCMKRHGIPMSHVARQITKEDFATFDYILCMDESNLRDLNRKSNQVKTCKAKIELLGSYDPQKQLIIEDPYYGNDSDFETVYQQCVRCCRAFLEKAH
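test system = LMPTP-A | amount = 0.625 nM LMPTP-A final | reagent = fluorogenic phosphatase substrate OMFP at 400 µM final | incubation = 50 min at room temperature | benchmarks = no-enzyme low control, uninhibited high control | medium = Bis-Tris pH 6.0, DTT, detergent | signal = fluorescence intensity of OMFP turnover product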
Rin1-Abl PPI inh: inhibitors of Rin1-Abl protein binding, primary screen, biochemical, TR-FRET. inhibition, % at 7.35 µM. 360,000 tested, 0.4% active; in the data active = inhibition above about 5%, passing the limit was not always enough
Scp-1 inhibitor: Scp-1 phosphatase inhibitors, primary screen, biochemical, colorimetric, uHTS. Carboxy-terminal domain RNA polymerase II polypeptide A small phosphatase 1 (Homo …. Recombinant Scp1, phosphopeptide, malachite green phosphate absorbance. inhibition, % at 20 µM. 340,000 tested, 0.88% active;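 active = inhibition above about 50% at 20 µM, limit read from the data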;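 note: plate controls were DMSO wells with enzyme for no effect and wells lacking enzyme for full effect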
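Times: enzyme reaction 45 min at room temperature, colour 5 min, stabilisation 30 min. Material: SCP-1 catalytic fragment, aa 76-261. Medium: Acidic Tris acetate buffer with magnesium and detergent. Signal: colorimetric free-phosphate detection, absorbance 630 nm. Read-out basis: % inhibition of SCP-1 phosphate liberation. Reagent: Phosphorylated 17-residue peptide substrate.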
NadD inh: inhibitors of S. aureus NadD, primary screen, biochemical, colorimetric, uHTS; Nicotinate-nucleotide adenylyltransferase NadD (Staphylococcus aureus N315); purified NadD enzyme, colorimetric absorbance read-out; inhibition, % at 20 µM; 360,000 tested, 0.78% active; AID 602399, 2012; in the data active = inhibition above about 26%; note: some compounds past the cut are filed as inactive
STEP block: STEP phosphatase inhibitors, primary screen, biochemical, fluorescence intensity, uHTS. Tyrosine-protein phosphatase non-receptor type 5 (Homo sapiens), P54829. recombinant STEP, OMFP fluorogenic substrate. inhibition, % at 20 µM. 360,000 tested, 0.25% active. AID 588621, 2011;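 active = inhibition at 20 µM, scaled per plate between control wells, above about 37%, limit read from the data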;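 note: 0% = DMSO with enzyme and substrate and 100% = substrate only without enzyme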
Target sequence (P54829 whole entry, looked up): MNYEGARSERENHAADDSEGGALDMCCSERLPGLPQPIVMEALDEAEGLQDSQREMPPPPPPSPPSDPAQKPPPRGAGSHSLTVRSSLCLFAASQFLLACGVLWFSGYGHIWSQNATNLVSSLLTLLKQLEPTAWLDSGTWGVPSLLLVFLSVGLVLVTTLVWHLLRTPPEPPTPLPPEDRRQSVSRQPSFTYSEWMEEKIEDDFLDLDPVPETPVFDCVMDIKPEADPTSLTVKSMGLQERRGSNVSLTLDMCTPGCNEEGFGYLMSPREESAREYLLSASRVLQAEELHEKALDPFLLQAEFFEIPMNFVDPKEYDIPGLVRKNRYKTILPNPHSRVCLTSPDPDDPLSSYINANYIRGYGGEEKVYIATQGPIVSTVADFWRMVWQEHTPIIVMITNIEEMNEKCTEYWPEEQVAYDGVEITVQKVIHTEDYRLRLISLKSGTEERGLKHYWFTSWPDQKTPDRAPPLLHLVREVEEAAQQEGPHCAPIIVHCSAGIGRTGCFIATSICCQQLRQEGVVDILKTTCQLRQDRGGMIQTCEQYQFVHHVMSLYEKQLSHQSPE
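Material: STEP (striatal-enriched tyrosine phosphatase) enzyme, cell-free | Medium: 50 mM Bis-Tris pH 6.0 with 2.5 mM DTT and 0.005% Tween 20 | Read-out: Percent inhibition scaled to no-enzyme and uninhibited-enzyme controls, plate-pattern corrected | Signal: Fluorescence read at 480 nm ex / 540 nm em | Times: 20 min reaction, room temperature, in the dark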
* hit, by the source's call; i = inactive; . = no result given.

SMILES	CSN inh	Neddylation inh	DNMT1 inh	Rpn11 block	SUMO1-SIM PPI	LMPTP block	Rin1-Abl PPI inh	Scp-1 inhibitor	NadD inh	STEP block
COc1cccc(CNC(=O)COC(=O)c2cc(Br)c(Br)s2)c1	-2	i	1	i	-6	1.7	0	-2	-5	-2
C[C@]12c3[nH]c4cc(-c5ccco5)ccc4c3CCN1C(=O)[C@@H](CC(=O)NCCCn1ccnc1)C[C@@H]2C(=O)N1CCOCC1	3	.	1	i	-27	-8.1	-3	1	13	0
O=C(c1ccco1)N1CCN(c2nc(-c3ccc(F)cc3)cs2)CC1	1	i	-3	i	-2	2.0	3	5	5	-1
COC(=O)c1ccc(OCc2cc(=O)n3ccsc3n2)cc1	4	i	1	i	-1	-0.4	0	2	5	3
O=S(=O)(c1cccc(F)c1)N1CCN(c2ncnc3scc(-c4ccc(F)cc4)c23)CC1	2	i	-4	i	-6	2.7	-1	11	22	3
CCOc1ccc(N(CC(=O)Nc2cccc(OC)c2)S(=O)(=O)c2c(C)noc2C)cc1	-2	i	4	i	5	1.6	0	-15	-8	1
COc1ccc(-n2nc(C)c3onc(C)c3c2=O)cc1	-3	i	-2	i	13	-0.6	1	-5	3	-2
Cc1ccc2nc3c(nc2c1C)CCCC3	-1	i	2	i	-5	-0.2	3	-9	-1	-2
CCN(C(=O)c1cc(Cl)ccc1OC)c1ccccc1	1	i	7	i	-4	-1.0	4	0	-6	3
COc1ccc(N(C(=O)CNC(=O)c2ccco2)C(C(=O)NCC2CCCO2)c2ccccc2)cc1OC (stereo not given)	0	i	1	i	-3	-1.1	2	8	-5	0
O=C1CC(N2CCN(C/C=C/c3ccccc3)CC2)C(=O)N1Cc1cccs1 (stereo not given)	-5	i	1	i	2	0.3	-1	-3	-1	1
CN(CC(=O)Nc1cccnc1)S(=O)(=O)c1cc(Cl)ccc1Cl	4	i	1	i	-3	0.5	2	-6	-8	0
Cn1cc(CCCC(=O)NCc2ccc(F)cc2)c2ccccc21	1	i	-3	i	-2	-0.2	0	-6	-6	8
COc1ccc(C2CC(C(F)(F)F)n3ncc(C(=O)Nc4cccc(O)c4)c3N2)cc1OC (stereo not given)	-1	i	-11	i	18	2.4	0	-13	1	0
COc1cccc(NC(=S)NC2CC3CCCC(C2)N3CC(C)C)c1 (stereo not given)	5	i	0	i	1	-1.8	6	-1	-3	-1
COc1cccc(/C=N/n2c(-c3ccco3)nc3ccccc3c2=O)c1	1	i	18	i	-3	0.7	-4	0	-8	-2
O=C(c1ccc(F)cc1)N1CCN(S(=O)(=O)c2ccc3c(c2)OCCO3)CC1	-5	i	3	i	3	-1.1	2	.	2	4
CCN(CC)S(=O)(=O)c1cccc(C(=O)Oc2cccc(NC(=O)c3cccs3)c2)c1	2	i	-16	i	1	3.7	2	-21	-4	1
CC(=O)N(Cc1cccnc1)Cc1cc2ccc(C)cc2[nH]c1=O	2	i	-5	i	0	-0.3	-1	33	-5	2
Cc1cc(Br)ccc1NC(=O)CN(C)C(=O)CSCc1ccccc1	1	i	-14	i	-18	-7.0	1	1	-4	-4
CN(Cc1cccc2cnccc12)C(=O)c1cc(COc2ccc(F)cc2F)on1	2	i	0	i	-3	-0.4	2	1	3	1
O=[n+]1cc(-c2ccc(Cl)cc2)n([O-])c2c1CCC2	1	i	-5	i	-23	-1.7	-1	-7	-5	0
Cc1ccc(C(C(=O)NC2CCCCC2)N(C(=O)Cc2c[nH]c3ccccc23)c2ccccc2)o1 (stereo not given)	2	i	-6	i	-1	1.3	-3	38	5	2
CCC(NC(=S)NC1CCCCC1)c1ccc(C(C)C)cc1 (stereo not given)	-1	i	3	i	6	3.0	-1	.	-2	6
CCCC1(c2ccccc2)NC(=O)N(CC(=O)Nc2sc(-c3ccccc3)cc2C(=O)OCC)C1=O (stereo not given)	2	i	10	i	-4	1.6	-2	-9	28	-4
COc1ccc(Br)cc1S(=O)(=O)NCCc1cccs1	-6	i	-26	i	0	1.5	2	-8	-6	0
Cc1ccc2nc3c(c(Nc4ccc(O)cc4)c2c1)CCC3	-1	i	-2	i	-1	8.7	-5	-8	-9	-1
CC(C)COc1cccc(C(=O)N(CC(=O)Nc2ccccc2C(F)(F)F)Cc2ccco2)c1	-4	i	5	i	-1	3.4	2	-10	-6	1
CN(C)c1nc(NS(=O)(=O)c2ccc(Cl)cc2)nc(N(C)C)n1	2	i	1	i	3	0.5	1	1	2	-5
CCOC(=O)c1ccc(NC(=O)c2sc3nc(N4CCOCC4)c4c(c3c2N)CCCC4)cc1	-6	i	-14	i	5	0.7	-9	0	5	4
O=C(Cn1c(=O)n(CC2CCCO2)c(=O)c2ccccc21)c1ccc(Cl)c(Cl)c1 (stereo not given)	6	i	12	i	-7	-0.2	-11	1	9	-1
Cc1ccc(NC(=O)N2CCN(c3ncccc3C(F)(F)F)CC2)cc1	7	i	-3	i	-3	-0.4	0	-1	-2	-3
COc1ccc(NC(=O)n2ncc3c(C)cccc32)cc1	4	i	-8	i	4	0.9	0	-4	-7	1
CCO[C@@H]1OC(C(=O)N2CCOCC2)=C[C@H](c2cn(C(C)=O)c3ccccc23)[C@H]1CCCO	3	i	3	i	-3	-2.5	3	-6	2	0
Cc1ccc2cc(CN(CCO)Cc3nnnn3Cc3ccc(F)cc3)c(=O)[nH]c2c1	3	i	0	i	-2	-1.3	-1	-15	-1	0
O=C(/C(=C/O)N=Nc1ccccc1)c1ccc(Cl)cc1	-2	i	1	i	-9	1.4	6	-9	1	-1
Cc1ccc(OCc2cc(C(=O)N(C)Cc3cnn(C)c3)no2)cc1C	-3	i	0	i	0	-0.6	3	.	-1	-3
Cc1ccc(CNC(=O)CSc2nc3c(sc4ccccc43)c(=O)n2CCCN2CCCC2)cc1	4	i	6	i	-4	3.3	-4	-7	9	3
CCCN(CCC)C(=O)Cn1c(=O)n(CCC(=O)NCCc2ccccc2)c(=O)c2ccccc21	0	i	1	i	-3	-2.5	-2	3	3	2
CCOC(=O)N1CCN(C(=O)COC(=O)c2ccccc2NCCO)CC1	-2	.	3	i	0	-0.6	2	4	2	2
Cc1ccc(C2/C(=C(\O)c3ccc4c(c3)OCCO4)C(=O)C(=O)N2CC2CCCO2)cc1 (stereo not given)	-1	i	-2	i	-6	3.2	8.5*	-2	6	3
CC(C)(C)[C@H]1C=C(C(=O)N2CCOCC2)O[C@@H](OCc2ccc(CO)cc2)C1	0	i	0	i	-1	-2.2	-3	-5	-7	-2
COc1cccc(CN(Cc2ccco2)S(=O)(=O)c2ccc(S(=O)(=O)NCc3ccccc3)cc2)c1OC	2	i	0	i	3	3.8	0	-10	1	15
O=C(C[C@H]1C/C=C\C[C@@H](Cc2ccc(F)cc2)C(=O)O[C@@H](c2ccccc2)CNC1=O)NCCO	1	i	0	i	5	-1.7	1	-8	-3	2
COc1ccc(Cc2nc(-c3cccc(C)c3)no2)cc1	-4	i	-6	i	-2	0.7	2	-10	-5	2
Cc1ccc(CNC(=O)c2ccc[nH]2)cc1	10	i	-4	i	2	-0.7	3	-4	-4	0
COc1cc(OC)c(OC)cc1/C=N/n1c(-c2n[nH]c3c2CCC3)n[nH]c1=S	-3	i	4	i	-3	-1.3	-2	-2	5	-2
COc1ccc(C2C(C(C)=O)=C(O)C(=O)N2c2ccc(O)cc2)cc1 (stereo not given)	4	i	-1	i	-4	-0.1	0	0	2	0
Cc1[nH]c2ccccc2c1C(=O)COC(=O)CCS(=O)(=O)c1ccccc1Cl	-2	i	-13	i	-1	1.4	-1	-14	-12	-1
COc1ccc(NC(=O)Nc2nnc(N3CCC(C)CC3)s2)cc1OC	3	i	-3	i	-4	0.0	-2	-2	10	-1
COc1cccc(N2CCN(C(=O)c3cc4c(s3)CCCCC4)CC2)c1	2	i	-4	i	8	3.2	-3	-5	4	-2
CN(C)c1ccc(S(=O)(=O)N2CCCCC2)cc1NC(=O)C1CSC2(C)CCC(=O)N12 (stereo not given)	2	i	3	i	1	-0.1	-1	-6	2	2
O=S(=O)(c1cccs1)N1CN(Cc2ccco2)c2nc3ccccc3nc21	-21	i	-1	i	-2	1.3	-4	-6	1	-3
Fc1ccccc1NC(=S)NNc1ncc(C(F)(F)F)cc1Cl	3	i	-1	i	0	-0.4	-1	9	-4	1
NC(=O)NC(CC(=O)NCCc1ccccn1)c1ccccc1Cl (stereo not given)	2	i	3	i	-3	-0.2	0	2	-1	0
O=C(COC(=O)c1nc(Cl)ccc1Cl)c1ccc(Cl)s1	0	i	-2	i	-1	-0.1	-1	-9	-8	0
Cc1cccc(-n2nnnc2SCC(=O)N(CC(C)C)c2c(N)n(CC(C)C)c(=O)[nH]c2=O)c1	-3	i	-3	i	-4	-1.9	5	-5	-7	-4
Cc1ccc(CSc2nn3c(=O)c(C)nnc3s2)cc1	-1	i	2	i	-4	-3.4	0	-9	-2	-3
COc1ccc(-n2c(SCC(=O)Nc3cc(C)on3)nc3ccccc3c2=O)cc1Cl	-1	i	5	i	1	0.1	4	-4	5	-3

3 entries out of the list above, sorted by the value under LMPTP block, descending.
SMILES	CSN inh	Neddylation inh	DNMT1 inh	Rpn11 block	SUMO1-SIM PPI	LMPTP block	Rin1-Abl PPI inh	Scp-1 inhibitor	NadD inh	STEP block
COc1cccc(CN(Cc2ccco2)S(=O)(=O)c2ccc(S(=O)(=O)NCc3ccccc3)cc2)c1OC	2	i	0	i	3	3.8	0	-10	1	15
CCOc1ccc(N(CC(=O)Nc2cccc(OC)c2)S(=O)(=O)c2c(C)noc2C)cc1	-2	i	4	i	5	1.6	0	-15	-8	1
O=C(Cn1c(=O)n(CC2CCCO2)c(=O)c2ccccc21)c1ccc(Cl)c(Cl)c1 (stereo not given)	6	i	12	i	-7	-0.2	-11	1	9	-1

Screening data from PubChem.
